KLF5 inh: inhibitors of KLF5 expression | DLD-1 KLF5 promoter-luciferase reporter, luminescence | actives 0.23% (n = 290,000) | inhibition, % at 5 µM;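 active means inhibition above a per-plate limit of that plate's mean compound inhibition plus 3 SD, cut at about 60% in these data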;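 further: 0% = DMSO wells and 100% = LY294002 at 200 µM; higher means less KLF5 promoter-driven luciferase light; inactives centre near -14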
HSF1 inh: HSF1 inhibition. NIH3T3-HGL HSE-luciferase, MG132-induced, luminescence 8 h; stronger effect = lower value. activity change, negative = inhibition, % at 7.5 µM (by protocol). actives 0.77% (n = 300,000). AID 2098;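 active means more than half of replicate wells show activity change below -50%, luminescence cut by over half; inconclusive means some wells, but at most half, below -50%; inactive means no replicate well below -50%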;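 further: luciferase reports HSF-1 transcriptional activity via heat shock element; 0% = median of DMSO wells and -100% = zero luminescence signal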
GSK3beta inhib: blocks human GSK3beta kinase activity; GST-GSK3beta kinase, ADP-Glo luminescence, 60 min; stronger effect = lower value; activity score (negative = inhibition), % at 10 µM; P49841; actives 0.038% (n = 300,000);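 active means more than half of replicate wells score below -50%, meaning over 50% inhibition versus plate controls; inconclusive means some replicates but at most half score below -50%; inactive means no replicate scores below -50%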;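 further: 0% = median DMSO wells and -100% = median GW8510 positive control wells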
Target sequence (P49841 whole entry, looked up): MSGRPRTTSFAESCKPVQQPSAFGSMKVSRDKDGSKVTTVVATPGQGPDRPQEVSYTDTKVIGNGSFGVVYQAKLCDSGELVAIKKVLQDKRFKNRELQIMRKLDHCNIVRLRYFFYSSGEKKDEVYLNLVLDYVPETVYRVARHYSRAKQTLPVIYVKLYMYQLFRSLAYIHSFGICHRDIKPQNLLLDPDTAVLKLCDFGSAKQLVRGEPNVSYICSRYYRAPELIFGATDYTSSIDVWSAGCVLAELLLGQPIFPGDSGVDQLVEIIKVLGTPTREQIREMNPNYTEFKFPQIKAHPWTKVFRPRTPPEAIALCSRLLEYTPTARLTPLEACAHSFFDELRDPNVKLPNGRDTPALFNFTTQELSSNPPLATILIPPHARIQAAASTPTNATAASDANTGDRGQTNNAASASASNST
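Assay system: GST-fused GSK3beta enzyme, cell-free / Medium: Tris pH 7.5 buffer with MgCl2, DTT, BSA, heparin / Also added: peptide substrate plus 25 µM ATP (final) / Compound: 10 µM single point / Timing: kinase reaction with compound 60 min at room temperature / Detection: ADP-Glo luminescence / Benchmarks: DMSO neutral wells and GW8510 at 20 µM as positive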
HSF-1 act: increases HSF-1 driven luciferase reporter signal. NIH3T3-HGL HSF-1 luciferase reporter, MG132, 8 h; 100% = twice DMSO control signal. activation, % at 9 µM. actives 1.7% (n = 300,000);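 active means mean replicate activation of at least 50% with a set share of replicates each reaching 50%; inconclusive means only one of those two conditions met; inactive means mean below 50% and too few replicates reaching it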;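 further: 0% = median of the neutral control wells and 100% = twice that signal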
aSyn UTR inh: MLPCN primary screen, SNCA 5' untranslated region; alpha-synuclein 5'UTR reporter, inhibitor activity; inhibition, % (tested at 7.5 µM); actives 0.82% (n = 300,000); in the data active means inhibition above about 60%; inconclusive means no clear call, values can overlap the other calls;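 further: H4 neuroglioblastoma cells stably carrying SNCA 5'UTR luciferase fusion; 0% = DMSO wells and 100% = positive control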
AI-2 QS mod: modulators of Vibrio harveyi AI-2 quorum sensing system; activity change, % at 7.5 µM; AID 2094; Vibrio harveyi JMH597 AI-2 luminescence/OD600 ratio, 9 h; stronger effect = lower value; strain lacks LuxN and CqsS sensors; 0 = neutral-control median; actives 0.4% (n = 300,000); in the data active means activity change below about -75%, passing the limit was not always enough; inconclusive means no clear call, values can overlap the other calls;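 further: luminescence divided by OD600 gain over 9 h not by final OD600 alone; inactives centre near 13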
IEC-6 cytotox: counter-screen for KLF5 inhibitors: cytotoxicity in IEC-6 cells; IEC-6 cytotoxicity, luminescence viability; inhibition, % at 5 µM; actives 0.78% (n = 290,000); AID 1825; in the data active means inhibition above about 22%;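 further: 0% = plate median of test compound wells and 100% = cytotoxic reference compound wells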
HSP90 inh: blocks HSP90-mediated luciferase refolding in reticulocyte lysate; Rabbit reticulocyte lysate, luciferase refolding luminescence, 3 h; inhibition, % at 5.6 µM; actives 0.91% (n = 290,000); AID 1789;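 active means inhibition above the screen-wide mean plus 3 SD, computed separately per campaign, cut at about 16% in these data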;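 further: 0% = DMSO wells and 100% = 60 µM geldanamycin wells; inhibitors lower the luminescence because luciferase stays unfolded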
PolyA inh: blocks polyadenylation in yeast reporter cells; S. cerevisiae SKY197-pL101 polyadenylation reporter, beta-gal luminescence; efflux-impaired pdr1/pdr3 knockout yeast; score 100 = 6 SD above DMSO; calls only at 12 µM; actives 0.02% (n = 300,000); AID 1875;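 active means lowest replicate activity score at least 50, where 100 means six control SD above control mean; inconclusive means lowest score under 50 but half or more replicates reach 50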;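 further: yeast exposed to compound for 9 h at 30 °C; higher score means more reporter readthrough which indicates perturbed polyadenylation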
GSK3 alpha inh: blocks human GSK-3 alpha kinase | P49840 | ADP-Glo luminescence, 60 min | inhibition, % at 10 µM | actives 0.1% (n = 320,000) | AID 2650;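 in the data active means inhibition above about 50%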;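 further: GST-tagged GSK-3 alpha with peptide substrate and 25 µM ATP; 0% = DMSO neutral wells and 100% = GW8510 positive control wells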
Target sequence (P49840 whole entry, looked up): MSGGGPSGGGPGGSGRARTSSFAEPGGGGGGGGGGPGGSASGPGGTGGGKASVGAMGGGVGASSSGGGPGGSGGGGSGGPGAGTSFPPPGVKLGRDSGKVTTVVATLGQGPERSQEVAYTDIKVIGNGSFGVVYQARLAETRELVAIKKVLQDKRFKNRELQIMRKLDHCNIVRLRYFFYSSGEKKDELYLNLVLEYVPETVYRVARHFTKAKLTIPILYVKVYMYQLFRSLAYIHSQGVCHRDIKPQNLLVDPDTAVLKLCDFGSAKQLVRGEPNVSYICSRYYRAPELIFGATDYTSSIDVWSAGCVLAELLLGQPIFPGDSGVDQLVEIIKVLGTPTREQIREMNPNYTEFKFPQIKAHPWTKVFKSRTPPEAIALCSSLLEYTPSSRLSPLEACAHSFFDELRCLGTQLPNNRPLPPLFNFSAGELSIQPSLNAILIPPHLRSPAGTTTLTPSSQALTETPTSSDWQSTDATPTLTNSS
Active calls of the source: *; i = inactive; ? = inconclusive; · = not tested or not shown. An excerpt (hit frequency here may not be typical).

SMILES	KLF5 inh	HSF1 inh	GSK3beta inhib	HSF-1 act	aSyn UTR inh	AI-2 QS mod	IEC-6 cytotox	HSP90 inh	PolyA inh	GSK3 alpha inh
CCOP(=O)(OCC)C(C)(C)NC(=O)c1cc([N+](=O)[O-])cc([N+](=O)[O-])c1	-8.8	-3.7	3.9	6.9	6.6	-3.9	-1.8	-0.3	i	-0.3
O=C(c1cc2ccccc2oc1=O)N1CCN(S(=O)(=O)c2ccccc2)CC1	-22.3	1.9	-1.0	10.1	-38.5	6.1	-4.2	-2.6	i	0.8
CCn1c(SCC(N)=O)nnc1-c1ccc(OC)c(OC)c1	-53.6	-3.6	0.5	-3.4	28.4	18.3	-4.7	2.8	i	-1.4
Oc1c(Br)cc(Br)cc1CNc1nccs1	-36.4	-9.2	-2.4	-0.7	2.3	3.8	1.9	-0.7	i	-4.6
O=c1c2ccccc2cnn1Cc1cccc(Br)c1	-2.0	6.3	-6.5	1.1	8.7	11.6	-6.6	1.2	i	-1.6
S=c1[nH]ncn1NCc1ccc(Cl)cc1Cl	21.7	-1.0	-3.9	6.8	-14.2	18.6	-2.8	-0.2	i	-2.8
CCOc1cc(/C=N/NC(=O)c2cc(-c3cccc(OC)c3)nc3ccccc23)ccc1O	·	-2.8	1.4	4.8	17.0	-2.7	·	·	i	0.9
COc1ccc(C2CC(c3ccccc3OC(C)=O)=NN2C(=O)/C=C/c2ccccc2)cc1OC (stereo unspecified)	-30.5	5.4	4.0	39.1	26.1	-1.2	6.7	-1.8	i	-0.7
Nc1sc(-c2ccccc2)n[n+]1Cc1cccc2cccnc12	-10.0	21.6	-1.0	36.7	?	-87.9*	6.1	1.9	i	-1.4
CCCSc1cc(NCCOC(C)=O)c([N+](=O)[O-])c2nonc12	1.8	-5.2	1.0	-5.7	13.6	30.8	1.9	1.3	i	-1.4
COc1ccc(CCNC(=O)c2ccc3c(SCC(=O)O)c4c(nc3c2)CCCC4)cc1OC	-10.6	-3.1	0.8	2.0	14.5	15.9	-1.6	0.1	i	8.7
COc1ccc(/C=N/Nc2ccccc2C(=O)O)cc1	-78.9	12.0	1.7	12.9	15.7	-45.7	13.5	24.7*	i	-2.6
CCC(=O)N1CCN=C1SCc1ccc(Cl)cc1	-8.4	-3.0	2.4	-7.6	-7.1	12.3	1.5	-6.8	i	0.3
CCN1C(=O)[C@@H]2[C@@H](c3ccc(-c4ccc5c(c4)OCO5)cc3)N3CCCC[C@@]3(C(=O)OC)[C@@H]2C1=O	·	4.1	-1.5	-2.0	20.5	5.6	·	·	i	-1.9
O=C1CCN(CCc2ccccc2)CCN1[C@H](COc1ccccc1)Cc1ccccc1	-38.0	11.4	3.2	-6.4	23.3	1.8	-6.7	-1.8	i	4.8
Cc1ccccc1OCC(=O)NNC(=O)C1CCN(c2ncnc3sc(C)c(C)c23)CC1	·	-9.5	-2.6	-27.1	31.7	10.2	·	·	i	4.0
CC1=C(C(N)=O)C(c2cccs2)n2nc(-c3cccc(Cl)c3)nc2N1 (stereo unspecified)	1.2	40.6	1.1	?	-5.5	3.3	-7.7	1.2	i	-0.3
Cc1noc(C)c1CSCC(=O)OCc1nc2ccccc2c(=O)n1CC#N	0.0	5.6	2.0	-4.6	-44.0	5.5	-0.6	1.1	i	0.2
CCCCC(=O)Nc1cc(OC)c(NC(=S)NC)cc1OC	-17.0	-3.0	-0.5	-6.4	-9.4	27.4	1.5	1.7	i	-3.6
CCOC(=O)C1CCN(C(=O)C2CCN(S(=O)(=O)c3cccc4nsnc34)CC2)CC1	2.0	-2.7	-2.3	-8.7	-5.8	6.7	5.1	-3.0	i	0.2
CN1C(=O)c2ccc(C(=O)Nc3cccnc3)cc2C1=O	-22.9	-3.1	1.8	2.4	0.5	24.0	-2.7	-4.7	i	2.4
CC(C)CN(C(=O)COC(=O)C12CC3CC(CC(O)(C3)C1)C2)C1CCS(=O)(=O)C1 (stereo unspecified)	-10.5	-0.1	-0.5	15.2	5.3	1.3	3.8	0.1	i	-1.5
CCCCC(=O)Nc1ccc(NC(=O)c2cccnc2)cn1	-0.8	5.8	1.2	0.7	19.3	11.5	3.9	2.5	i	2.1
CC(Sc1nc2ncc(Cl)cc2[nH]1)C(=O)c1c(N)n(C)c(=O)n(C)c1=O (stereo unspecified)	·	-1.0	-4.0	-0.9	8.5	11.9	·	·	i	6.1
O=C(NCc1ccco1)C(=O)NCc1ccccc1Cl	-19.9	-0.4	1.4	2.7	-70.6	22.1	-0.5	2.8	i	2.4

The list continues:
SMILES	KLF5 inh	HSF1 inh	GSK3beta inhib	HSF-1 act	aSyn UTR inh	AI-2 QS mod	IEC-6 cytotox	HSP90 inh	PolyA inh	GSK3 alpha inh
O=C(O)c1ccc(NC(=O)c2cn(-c3ccccc3)nc2-c2ccc(Br)cc2)cc1	-9.6	6.2	5.9	-6.9	-34.8	14.8	4.9	-6.0	i	-3.7
CCc1cc(=O)oc2cc(C)cc(OCC(=O)NC(Cc3c[nH]c4ccc(O)cc34)C(=O)O)c12 (stereo unspecified)	10.5	-3.3	5.2	4.7	13.3	23.0	-4.4	-4.1	i	3.8
CCOc1c2ccc(C(=O)NCc3ccco3)cc2nn1CC	-22.4	7.4	2.9	-4.0	12.9	4.8	-3.7	-4.8	i	3.6
COc1ccc(CNc2ccc3c(c2)ncn3C)cc1OC	-7.1	6.4	-2.1	16.2	-1.0	13.2	0.7	-4.2	i	-0.6
CN(C(=O)COC(=O)c1n[nH]c2ccccc12)C1CCS(=O)(=O)C1 (stereo unspecified)	12.6	-0.1	3.5	-16.6	11.6	4.5	7.1	1.6	i	-1.6
COc1cccc(C(=O)NC(=O)Nc2cc(C)[nH]n2)c1	-132.5	10.5	0.3	5.9	-139.9	21.1	-1.4	-6.0	i	-3.4
CCOc1ccccc1C(=O)NN1CCOCC1	-2.8	1.5	0.8	19.2	-21.7	-4.6	-4.5	5.0	i	0.3
O=C(NCc1ccco1)C(c1ccccc1)N(C(=O)Cc1cccs1)c1cccnc1 (stereo unspecified)	-17.5	·	1.9	·	3.8	21.4	-1.3	2.9	i	3.3
COc1ccc(CCNC(=O)C2CC(=O)N(c3ccc(C(C)(C)C)cc3)C2)cc1OC (stereo unspecified)	2.0	-1.6	-5.0	-8.7	50.6	31.0	8.6	-1.7	i	-1.0
COc1ccc(/C=N/NC(=O)c2cccc(NC(=O)c3ccc(F)cc3)c2)c(C(=O)O)c1OC	-6.7	8.5	3.8	10.8	-39.4	23.5	1.8	1.2	i	-6.9
CCc1nnc(NC(=O)c2ccc(-c3cccc(C(F)(F)F)c3)o2)s1	-12.8	-0.3	1.6	-4.2	4.7	8.0	2.7	2.4	i	1.9
CCC(=O)Nc1c(C#N)c2nc3ccccc3nc2n1-c1ccccc1C	7.7	-8.7	-5.0	-5.0	25.9	-1.7	-2.4	1.3	i	13.6
CC(=O)Nc1ccc(S(=O)(=O)NNC(=O)CCc2ccccc2)cc1	2.8	-0.6	0.4	0.5	5.8	4.1	-1.2	0.8	i	-1.5
CN1C(=O)/C(=N/OC(=O)c2ccccc2)c2ccccc21	-11.8	-1.1	-1.4	-0.3	1.0	4.5	1.1	-0.1	i	-5.5
O=C(c1ccccc1)C1CN(Cc2ccccc2)CCC1(O)c1ccccc1 (stereo unspecified)	6.6	1.1	2.4	-0.2	-7.0	-14.6	6.6	5.3	i	-0.2
Cc1ccc(NC(=O)c2nccnc2C(=O)O)cc1C	-20.3	-23.1	-2.1	-27.2	-2.4	-2.7	1.2	1.1	i	-1.5
CC(C)CC1=NN(C(=O)c2ccco2)C(O)(C(F)(F)F)C1 (stereo unspecified)	-3.2	3.9	7.5	2.4	21.0	9.9	0.8	-3.6	i	-4.5
O=C(N/N=C/c1ccccc1Cl)c1nc2ccc([N+](=O)[O-])cc2c(=O)[nH]1	0.7	-3.9	1.1	6.7	-22.1	49.4	-2.9	-0.7	i	3.0
CC(=O)Nc1ccc(OC(=O)c2cccnc2)cc1	-13.4	-4.6	-1.8	13.5	-16.5	45.1	-1.3	-0.1	i	9.2
O=S(=O)(Oc1ccccc1C(=S)N1CCOCC1)c1ccc(Cl)cc1	-5.1	-0.7	1.7	2.1	5.8	2.4	1.5	1.2	i	-1.0
CCOC(=O)C1(Cc2cccc(OC)c2)CCN(CC=C(C)C)CC1	-19.5	-7.0	2.7	8.1	3.9	10.8	-8.9	-3.2	i	0.9
O=S(=O)(NCc1c(Cl)cccc1Oc1ccccc1)c1ccc(F)cc1	-20.8	-2.5	1.9	-1.2	7.1	4.8	2.3	7.5	i	-1.3
COc1ccc(OCC(=O)N2CCN(C(=O)c3cccs3)CC2)cc1	-14.6	-5.7	2.9	-6.5	9.3	40.5	0.5	-1.9	i	-2.1
CCN(CC)CCNC(=O)Cn1cnc2sc(C)c(S(=O)(=O)N3CCN(c4ncccn4)CC3)c2c1=O	-20.0	·	-4.1	·	-20.5	11.9	1.2	-1.6	i	1.4
CC1CCCCC1NC(=O)c1ccc(S(=O)(=O)NCc2ccco2)cc1 (stereo unspecified)	-14.1	-7.7	-22.9	2.6	26.2	13.5	2.5	-3.5	i	0.3
COCCN(C(=O)COC(=O)c1oc2ccc(OC)cc2c1C)c1c(N)n(Cc2ccccc2)c(=O)[nH]c1=O	-23.9	-3.6	-1.6	-12.5	-1.0	19.6	0.4	0.3	i	-1.6
CCCC(=O)Nc1nc(-c2ccc3c(c2)OCCO3)cs1	-131.3	·	·	·	·	·	-6.5	-2.8	·	-1.4
C#CCOCCOCCOCCNc1nc(N2CCN(C(=O)[C@H](CCCCN)n3cc([C@@H](N)CO)nn3)CC2)nc(N2CCN(C(=O)[C@H](Cc3cc4ccccc4[nH]3)n3cc([C@@H](N)Cc4ccc(O)cc4)nn3)CC2)n1	-10.3	9.7	-23.9	15.9	11.3	-5.2	-2.9	5.3	i	1.1

Exported with values under each structure: part of the list above.
Values in the order: KLF5 inh, HSF1 inh, GSK3beta inhib, HSF-1 act, aSyn UTR inh, AI-2 QS mod, IEC-6 cytotox, HSP90 inh, PolyA inh, GSK3 alpha inh
CC1CCCCC1NC(=O)c1ccc(S(=O)(=O)NCc2ccco2)cc1 (stereo unspecified)
  -14.1, -7.7, -22.9, 2.6, 26.2, 13.5, 2.5, -3.5, i, 0.3
O=S(=O)(Oc1ccccc1C(=S)N1CCOCC1)c1ccc(Cl)cc1
  -5.1, -0.7, 1.7, 2.1, 5.8, 2.4, 1.5, 1.2, i, -1.0
CC(=O)Nc1ccc(S(=O)(=O)NNC(=O)CCc2ccccc2)cc1
  2.8, -0.6, 0.4, 0.5, 5.8, 4.1, -1.2, 0.8, i, -1.5

High-throughput results deposited in PubChem by several laboratories.
